BB579 growth dn – reduces growth of yeast BB579 in restrictive medium | S. cerevisiae BB579 growth, OD615, 48 h | inhibition, % at 10 µM | actives 0.51% (n = 140,000) | AID 804;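 active = inhibition above a set limit, 3 SD over the mean compound inhibition, cut at about 44% in these data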; note: inactives centre near -24
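Detection: OD615 turbidity measurement; Material: Saccharomyces cerevisiae DeaD strain BB579, replicative lifespan model yeast; Timing: 48 h exposure, 30 °C; Doses: single 10 µM dose; Medium: CSMM-D restrictive synthetic medium containing dextrose (glucose); Controls: amphotericin B at 10 µg/mL as positive control.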
Yeast lifespan up – yeast lifespan extension. S. cerevisiae growth with nicotinamide, OD615; deaD strain in restrictive glucose medium. inhibition of the nicotinamide effect, % at 10 µM. actives 0.68% (n = 130,000). AID 775;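 active = inhibition above a set limit, placed 3 SD over the median of all compounds, cut at about 26% in these data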;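 note: 0% = nicotinamide-treated wells and 100% = cells grown without nicotinamide; some compounds called inactive have numbers as strong as hits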
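Assay system: DeaD-strain S. cerevisiae. Medium: CSMM-D glucose medium, restrictive. Reagent: nicotinamide, 1.5 mM, co-present with compound. Compound: 10 µM single point, 0.25% DMSO. Schedule: culture preincubation 4 h, compound exposure 48 h, both 30 °C. Detection: absorbance at 615 nm.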
Measles CPE – protection of cells from measles virus. Measles virus-infected cells, CPE protection, absorbance. protection (pct of control), % at 4 µM. actives 1.5% (n = 140,000). AID 841; in the data active = protection mostly above about 24%, no sharp cut-off; inactive = mostly below about 26%; note: some compounds called inactive have numbers as strong as hits
HCT116 PTEN-null – suppresses growth of cells with PTEN deletion; viability, % at 10 µM; HCT116 PTEN-null viability, CellTiter-Glo, 60 h; hits give low values; AID 827; actives 1.2% (n = 140,000);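 active = viability at or below a set limit, 4 SD under the median of all tested compounds, cut at about 3.7% in these data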;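 note: PTEN knockout HCT116 line with beta catenin targeted HCT116 as companion control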
NPY Y2 blocker – NPY-Y2 (human) receptor antagonism; actives 0.99% (n = 140,000); inhibition, % at 2.7 µM; NPY-Y2 expressing cells, antagonist mode; in the data active = inhibition above about 17%;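 note: 0% = vehicle with agonist challenge and 100% = reference antagonist with challenge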
Target sequence (P49146 whole entry, looked up): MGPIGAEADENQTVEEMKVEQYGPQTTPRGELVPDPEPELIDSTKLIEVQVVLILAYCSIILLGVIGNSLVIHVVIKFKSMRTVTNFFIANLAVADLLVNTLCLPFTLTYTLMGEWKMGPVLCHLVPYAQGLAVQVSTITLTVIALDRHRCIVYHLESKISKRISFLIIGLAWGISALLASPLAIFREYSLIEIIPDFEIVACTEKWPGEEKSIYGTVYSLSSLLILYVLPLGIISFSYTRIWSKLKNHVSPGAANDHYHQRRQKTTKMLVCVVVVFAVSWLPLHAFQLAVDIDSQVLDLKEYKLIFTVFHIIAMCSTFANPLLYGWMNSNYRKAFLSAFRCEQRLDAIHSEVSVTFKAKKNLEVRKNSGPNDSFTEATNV
Phagocytosis inh – inhibitors of macrophage phagocytosis; J774A.1 macrophage IgG-bead phagocytosis, imaging; inhibition, % at 5 µM; actives 0.07% (n = 110,000); AID 1029;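 active = inhibition above the mean of the plate negative controls plus 5 SD, cut at about 13% in these data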;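 note: phagocytic index as fraction of beads internalized from green versus red external bead signal; plate controls were DMSO negative control for no effect and cytochalasin-D positive control for full effect; some results beyond the cut were filed as inactive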
E-sel TNF inh – TNF alpha driven E-selectin expression inhibition; HUVEC TNFa-induced E-selectin immunofluorescence, high content; inhibition, % at 2 µM; actives 0.71% (n = 120,000);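 active = inhibition above the batch mean plus 3 SD, and confirmed as a hit on visual image review, cut at about 43% in these data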;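 note: 0% = TNF-stimulated DMSO wells and 100% = unstimulated control wells; not every result past the cut was called active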
MRP1 act – activates MRP-1 | H69AR cells + doxorubicin, viability rescue, CellTiter-Glo | viability increase, % at 10 µM | actives 0.61% (n = 140,000) | AID 799;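 active = viability gain under doxorubicin at or above a set limit, the compound median plus 3 SD, cut at about 4.7% in these data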;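 note: MRP-1 overexpressing cells given doxorubicin 25 µM after compound pretreatment; 18-22 h compound pretreatment then 72 h with doxorubicin before readout; 0% = doxorubicin-only wells and 100% = vehicle-treated cells without doxorubicin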
GALR2 blocker – antagonists of human galanin receptor 2 (GALR2); O43603; GALR2-expressing cells, antagonist mode; inhibition, % at 4 µM; actives 0.39% (n = 140,000); AID 828; in the data active = inhibition above about 27%;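 note: cells stimulated with galanin 1-16 at roughly its EC80; 0% = agonist challenge control and 100% = basal control without agonist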
Target sequence (O43603 whole entry, looked up): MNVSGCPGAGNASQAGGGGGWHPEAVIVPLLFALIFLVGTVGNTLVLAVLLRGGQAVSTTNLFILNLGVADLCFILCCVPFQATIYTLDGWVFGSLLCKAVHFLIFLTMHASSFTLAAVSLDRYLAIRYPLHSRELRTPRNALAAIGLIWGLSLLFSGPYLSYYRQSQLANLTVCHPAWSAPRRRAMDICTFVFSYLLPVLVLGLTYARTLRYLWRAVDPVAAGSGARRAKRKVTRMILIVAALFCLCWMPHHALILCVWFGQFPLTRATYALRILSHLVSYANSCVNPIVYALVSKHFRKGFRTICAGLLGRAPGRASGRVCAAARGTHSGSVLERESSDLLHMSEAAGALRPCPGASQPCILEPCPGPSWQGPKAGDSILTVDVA
HCT116 bCat-KO – beta-catenin-lacking colon tumor cell growth suppression | actives 1.5% (n = 140,000) | viability, % at 10 µM | HCT116 beta-catenin knockout viability, CellTiter-Glo, 60 h; hits give low values | AID 818;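 active = viability at or under a set limit, the compound median less 4 SD, cut at about 6% in these data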;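 note: 0% = Hyamine 1622 control at 20 µM and 100% = untreated cell control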
* hit, by the source's call; . = no result given.

SMILES	BB579 growth dn	Yeast lifespan up	Measles CPE	HCT116 PTEN-null	NPY Y2 blocker	Phagocytosis inh	E-sel TNF inh	MRP1 act	GALR2 blocker	HCT116 bCat-KO
O=C(Nc1cccc(-c2nc3ccccc3o2)c1)c1ccc(N2C(=O)C3C4C=CC(C4)C3C2=O)cc1 (stereo not given)	-34	-13	1	47	-1	-1	16	-0.8	5	53
Cc1ccc(C(OC(=O)c2ccco2)C(=O)NC2CCCCC2)cc1 (stereo not given)	-18	-10	16	102	-1	.	1	-0.7	-4	104
NC(=O)c1cc2cc(Cl)ccc2oc1=Nc1cccc(C(F)(F)F)c1	-32	4	4	98	1	.	13	-1.8	-3	89
CC(C)Sc1nnc([C@H](Cc2c[nH]c3ccccc23)NC(=O)OC(C)(C)C)o1	-1	-14	22	86	-1	-2	1	-2.3	-1	98
COc1cccc(NC(=O)CN(C)S(=O)(=O)c2ccc(C)cc2)c1	-30	-3	1	97	3	-1	.	-2.8	14	98
CCOC(=O)C1CCN(c2c(N3CCN(Cc4ccccc4)CC3)c(=O)c2=O)CC1	12	-5	5	83	0	.	-23	-2.1	10	89
CCN(c1ccc2c(c1)OCO2)S(=O)(=O)c1cc(Br)cc2c1N(C(=O)C1CC1)CC2	-11	-5	9	74	12	-1	0	-1.8	15	84
CN(C)c1ccc(C(=O)C(O)c2ccc(C(C)(C)C)cc2)cc1 (stereo not given)	-35	-8	6	92	1	2	-15	1.2	6	104
O=C(NNC(=O)c1cccnc1)NC12CC3CC(CC(C3)C1)C2	-20	1	3	97	2	-4	-2	-1.2	-6	99
CC12CCC(C(=O)N(c3ccc(Cl)cc3)C1=O)C2(C)C (stereo not given)	-25	2	5	100	0	-15	15	-1.1	7	94
Cc1ccc(S(=O)(=O)N2CCN(S(=O)(=O)c3ccc(C)cc3)C2)cc1	-30	2	7	104	0	0	18	-2.3	-2	94
Cc1cccc(CSc2nc3ccncc3n2CC(=O)Nc2cc(C)cc(C)c2)c1	0	0	5	63	-1	.	-24	-4.0	-5	39
COc1ccc(-c2nc(-c3cccc(C(F)(F)F)c3)no2)cc1OC	-72	0	8	110	3	-1	0	-0.2	4	96
CC(C)c1ccc(-c2nc3c([nH]2)c(=O)n(C)c(=O)n3C)cc1	-31	-16	3	89	1	2	-11	-3.6	-2	83
CC1=C(C(=O)OCc2ccccc2)C(c2ccc(N3CCOCC3)cc2)NC(=O)N1 (stereo not given)	-33	-12	4	84	3	0	14	-0.6	-4	84
C=CCN(CC=C)C(=S)NC(=O)c1ccc(OC)c(Br)c1	-3	-3	17	14	2	.	-11	-1.7	-4	10
CN1CCN(S(=O)(=O)c2ccc(-c3ccc(Cl)cc3)cc2)CC1	-13	-22	7	87	4	8	-10	-1.8	-10	87
CS(=O)(=O)c1ccc(N2CCN(C3CC(=O)NC3=O)CC2)cc1 (stereo not given)	-33	-20	35	97	0	3	14	-2.0	1	95
Cn1c(=O)c2c(nc(N3CCCCC3)n2C)n(C)c1=O	-21	-4	5	96	2	-1	0	-4.1	-16	94
CCc1ccc2oc(=O)cc(CN3CCN(CCO)CC3)c2c1	-51	0	19	98	3	0	-10	-0.1	-5	81
CN(C)CCNc1c2c(c(C#N)c3nc4ccccc4n13)CCCC2	-47	-6	7	24	1	-4	9	-5.0	7	8
O=C1C=CC(=O)N1N(c1ccccc1)c1ccccc1	-33	20	18	97	3	0	.	4.5	15	92
CCN(CC)C(=O)CN1CCN(c2ccccc2F)CC1	-25	7	20	87	1	3	.	-2.5	0	92
Cc1oc2cc3c(C(=O)N4CCCCC4)c(C)oc3cc2c1C(=O)N1CCCCC1	-7	-12	26	89	0	0	-27	-2.7	-2	94
CCCCn1c(C(C)NC(=O)CC)nc2ccccc21 (stereo not given)	-2	-1	9	93	-1	-1	.	-1.7	-12	99
Cc1cc(C)cc(N(CCC(=O)Nc2nnc(C)s2)S(=O)(=O)c2ccc(Cl)cc2)c1	-15	-3	7	45	2	-9	.	-3.3	-1	65
O=S(=O)(c1ccccc1)N1CCN(c2nnnn2-c2ccccc2)CC1	-15	-19	26	93	1	-3	6	-1.6	-5	97
CCOC(=O)Nc1cccc(OCC(=O)Nc2ccc(OC)cc2OC)c1	-64	-11	3	75	-1	.	-11	-1.1	2	60
CCOCCCN(C(=O)Nc1ccc(CC)cc1)C1CCN(C(C)=O)CC1	-29	1	5	106	3	10	-25	-1.0	-3	92
COc1ccc(S(=O)(=O)Nc2cc(C)on2)cc1OC	-19	.	3	110	-1	.	-7	1.2	2	93
CC(C)OC(=O)c1cccnc1N1CCN(c2ccc(F)cc2)CC1	-38	-1	2	77	4	2	6	1.5	-14	76
Cc1nn(Cc2ccc(F)cc2)c(C)c1NC(=O)C1c2ccccc2Oc2ccccc21	-4	-1	21	86	5	-10	.	0.6	2	98
COc1ccc2[nH]c(O)c(N=NC(=N)N)c2c1	8	3	8	99	2	-7	-7	-0.5	2	97
Cc1ccccc1OCCn1cnc2c(N)ncnc21	-9	.	25	85	-2	.	.	-3.7	0	56
CC(=O)c1cccc(-n2nnnc2SCC(=O)Nc2ccccc2N2CCCCC2)c1	-47	-15	32	68	1	-1	.	-1.1	-1	70
COc1ccc2nc(N3CCCC3)c(C#N)cc2c1	-24	-26	4	96	0	-1	.	-1.7	2	87

3 entries already listed, arranged by the value under NPY Y2 blocker, largest number first:
Molecule	BB579 growth dn	Yeast lifespan up	Measles CPE	NPY Y2 blocker	Phagocytosis inh	E-sel TNF inh	GALR2 blocker
CCOCCCN(C(=O)Nc1ccc(CC)cc1)C1CCN(C(C)=O)CC1	-29	1	5	3	10	-25	-3
COc1ccc2[nH]c(O)c(N=NC(=N)N)c2c1	8	3	8	2	-7	-7	2
COc1ccc(S(=O)(=O)Nc2cc(C)on2)cc1OC	-19	.	3	-1	.	-7	2

Next results follow.
SMILES	BB579 growth dn	Yeast lifespan up	Measles CPE	HCT116 PTEN-null	NPY Y2 blocker	Phagocytosis inh	E-sel TNF inh	MRP1 act	GALR2 blocker	HCT116 bCat-KO
CCCOc1ccc2oc(=O)c3c(c2c1)CCCN3C(=O)CN1CCc2ccccc2C1	-12	-8	4	47	10	0	-3	-4.9	-3	42
Cc1nc2cc(C(=O)NCc3ccc4c(c3)OCO4)ccc2n1-c1ccc(Br)cc1	-37	6	8	104	15	.	2	2.0	8	104
CC1CCN(Cc2cnc(Cl)s2)CC1	-37	-18	34	97	-1	-1	22	-0.4	-9	89
CCc1nnc(N2C(=O)c3cccc4cccc(c34)C2=O)s1	26	-7	8	92	-1	-2	0	-2.9	8	86
CCCNC(=O)N1CCN(S(=O)(=O)c2ccc(C)cc2)CC1	-17	-10	9	96	0	-1	1	-1.3	11	97
COc1cccc(/C=C/C(=O)OCC(=O)NCc2ccco2)c1	-35	-6	5	98	6	-5	1	-0.9	9	103
Cc1ccc(NC(=O)CN2CCN(CCN=CC3=C(O)CC(c4ccccc4)CC3=O)CC2)cc1 (stereo not given)	-35	60*	10	95	5	-3	.	0.3	2	91
CCCCn1nnnc1SCC(=O)Nc1ccc(F)cc1	-11	-9	3	96	3	-1	9	-0.2	-13	101
Oc1ccc(-c2nc3c4c(ncn3n2)-c2ccccc2CC42CCCC2)cc1	-48	2	8	2.6*	1	-7	.	-4.0	2	3.0*
CCN(CC)c1ccc(NC2=C(Cl)C(=O)c3ccccc3C2=O)cc1	-4	0	14	0.5*	-7	-2	.	-4.8	15	0.8*
COC(=O)C1CCC(C)(C(=O)Nc2ccccc2)C1(C)C (stereo not given)	-31	-10	10	102	4	.	40	-0.2	10	94
CCOC(=O)C(Cc1ccccc1)NC(=O)Cn1nnc(-c2ccc(SC)cc2)n1 (stereo not given)	-51	-8	14	94	-2	.	-15	-2.1	7	92
CCCCOC(=O)C1=C(C)NC2(O)c3ccccc3C(=O)C12O (stereo not given)	-33	-2	4	95	1	-1	-1	-5.0	-4	89
COc1cccc(OC)c1C(=O)n1nc(C)cc1C	15	-9	14	102	1	0	12	-1.3	12	98
CC(C)CC(=O)NC(=S)N1CCCCCC1	-26	.	4	93	3	.	.	-1.3	-1	79
N#Cc1ccc(C(=O)Nc2cccc3ncccc23)c(F)c1	-37	0	10	92	1	.	-2	0.4	-1	90
CCOC(=O)N1CCN(C(=O)C(C)SCc2ccccc2)CC1 (stereo not given)	-16	12	22	84	0	.	6	-2.3	-3	99
c1ccc2c(Oc3ccc4c(c3)OCO4)nncc2c1	-55	-7	15	86	-2	0	.	-1.5	-5	76
CCCc1cc(=O)n2[nH]c(NCc3c(F)cccc3Cl)nc2n1	23	-3	18	93	3	-1	7	-1.8	-6	97
Cn1nc(CC(=O)NCc2cccc3ccccc23)c2ccccc2c1=O	-7	-8	10	62	5	-2	1	-1.0	1	58
CCOC(=O)c1ccc(NS(=O)(=O)c2ccc3c(c2)CCCN3C(C)=O)cc1	-31	-11	10	90	2	1	-20	-0.8	15	93
O=C(CC1(O)C(=O)N(Cc2ccccc2)c2ccccc21)c1ccc2c(c1)OCO2 (stereo not given)	-25	-7	12	91	3	-1	5	-2.4	4	103
Cc1nn(C)cc1CNC(=O)CCC(=O)O	-49	-1	5	106	2	.	-8	-0.2	-7	95
C/C(=N\Nc1ccc([N+](=O)[O-])cc1[N+](=O)[O-])c1ccc(-n2nncc2C(C)(C)C)cc1	-18	5	29	70	-2	-8	5	-4.0	-2	68
O=C(Nc1nccs1)c1ccc(S(=O)(=O)NCc2cccs2)cc1	-12	-14	21	42	-2	-2	26	-2.5	0	29
CCCOc1ccc(N2C(=O)CC(SCCN)C2=O)cc1 (stereo not given)	-68	-4	4	98	1	1	2	-0.7	-4	101
Cc1cccc(Nc2nc3c(c(=O)n(C)c(=O)n3C)n2CC(O)CO)c1 (stereo not given)	6	-4	5	80	1	.	-15	-1.8	-1	87
COc1ccc2c(c1)CC/C(=C/c1ccncc1)C2=O	-53	2	7	17	4	-11	.	-4.8	20	14
CCOc1c(Cl)cc(C(=O)Nc2ccccc2-c2ccccc2)cc1Cl	-29	-17	26	79	7	.	-46	-1.0	-8	72
COC(=O)c1ccc(-c2ncc(-c3cccc4ccccc34)o2)cc1	-13	.	6	101	-1	.	-42	-1.4	1	105
O=C(NCC(c1cccnc1)N1CCN(c2ccc(F)cc2)CC1)c1ccc2c(c1)OCO2 (stereo not given)	-39	11	20	85	4	0	-7	-1.7	1	81
COC(=O)c1nc2n(n1)C(c1cc(OC)ccc1OC)C(C(=O)OC1CCCCC1)=C(C)N2 (stereo not given)	-3	-4	14	63	1	-2	.	-3.1	-12	54
COc1cccc(-n2c(SCC(N)=O)nc3c([nH]c4ccccc43)c2=O)c1	-22	-11	5	20	2	-3	-44	-2.9	20	17
CC1(C)CC(=O)C2=C(C1)N(Cc1ccco1)C(=O)NC2(C(F)(F)F)C(F)(F)F	-67	-2	5	103	4	0	18	-1.0	-19	88
CCn1nc(CCC(=O)O)c2ccccc2c1=O	-23	.	13	94	4	.	-21	-1.3	-5	90
CCN(CC1COc2ccccc2O1)S(=O)(=O)c1ccc(C)cc1 (stereo not given)	-23	2	9	70	6	1	-15	-1.5	12	72

Source: PubChem (several laboratories)
